Screening data (PubChem BioAssay)
Pin1 inh = qHTS Assay to Find Inhibitors of Pin1; Potency, µM (highest dose often 115 µM), without a hit: at the top dose activity, negative = inhibition, most hits filed as inhibitors; Peptidyl-prolyl cis-trans isomerase NIMA-interacting 1 (Homo sapiens), Q13526; Pin1 FP peptide displacement, HiFluor488, 10 min; 0.009% of 390,000 active; AID 504891, 2011; active means well fitted inhibition curve with a large enough effect in the polarisation, with a control signal flat, not every such curve was filed as active; inconclusive means small, poorly fitted or top-dose-only effect, or effect the other way, or a change in a side signal; inactive means no such curve, though single readings can be large or run the other way; the % refers to the polarisation; further: potency means the concentration at half of the fitted maximal effect; on the % scale 0 is the no-effect control and ±100 the full control effect
Tb PGK inh = qHTS Assay to Find Inhibitors of Phosphoglycerate Kinase | Phosphoglycerate kinase, glycosomal (Trypanosoma brucei brucei), P07378 | PGK/GAPDH coupled, Kinase-Glo luminescence, 60 min | Potency, µM (highest dose often 57.5 µM), for inactives: at the highest dose activity change, negative = inhibition, most hits filed as inhibitors | 0.043% of 380,000 active | AID 602233, 2012; further: potency means the concentration at half of the fitted maximal effect; on the % scale 0 is the no-effect control and ±100 the full control effect; nearly all actives have a fitted effect of over 60% in size
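Luminescent ATP detection (Kinase-Glo Plus) follows a 60-minute room-temperature incubation, with wells lacking PGK as controls. Buffer: 100 mM TEA (pH 7.6), 5 mM MgCl2, 0.01% Tween-20. Coupling enzyme GAPDH (100 nM final) supplies unstable 1,3-BPG in-well.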
G9a inh = qHTS Assay for Inhibitors of Histone Lysine Methyltransferase G9a. Histone-lysine N-methyltransferase EHMT2 (Homo sapiens), Q96KQ7. G9a H3K9 monomethylation, AlphaScreen, 2 h. Potency, µM (top dose mostly 102 µM), for the others: at the highest dose activity, negative = inhibition, actives largely listed as inhibitors. 8.8% of 350,000 active; further: potency means the concentration at half of the fitted maximal effect; on the % scale 0 is the no-effect control and ±100 the full control effect; nearly all actives have a fitted effect of over 75% in size
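AlphaScreen detection with an anti-monomethyl H3K9 antibody quantified product after a 2 h room-temperature reaction containing 500 nM biotinylated H3K9 peptide, 20 µM SAM and 20 nM enzyme, which had been preincubated 15 min with compound.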
JMJD2A Tudor inh = qHTS Assay for Inhibitors of JMJD2A-Tudor Domain; AID 504339, 2011; AlphaScreen JMJD2A-Tudor / H3K4me3 peptide binding; 4.4% of 390,000 active; Potency, µM (highest dose often 114 µM), for the others: top-dose activity change, negative = inhibition, most hits filed as inhibitors; Lysine-specific demethylase 4A (Homo sapiens), O75164; further: potency means the concentration at half of the fitted maximal effect; on the % scale 0 is the no-effect control and ±100 the full control effect; nearly all actives have a fitted effect of over 50% in size
HP1b chromo inh = HTS for Inhibitors of HP1-beta Chromodomain Interactions with Methylated Histone Tails; AlphaScreen HP1-beta / biotin-H3K9me3 peptide binding; Potency, µM (doses to about 114 µM), inactives show top-dose activity change, negative = inhibition, actives largely listed as inhibitors; 0.56% of 390,000 active; AID 540317, 2011; further: potency means the concentration at half of the fitted maximal effect; nearly all actives have a fitted effect of over 70% in size; inactives centre near 23
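AlphaScreen: HP1-beta (50 nM) preformed 30 min with biotin-H3(1-18)K9me3 peptide (50 nM) in PBS pH 7.4, 0.01% Tween-20. Compound added for 30 min at RT, then streptavidin donor/nickel chelate acceptor beads (10 ug/mL) for 30 min.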
PI4K2A block = qHTS for small molecular inhibitors of PI4K2A | purified PI4K2A, ADP-Glo luminescence, 1 h; active compounds read low | 0.13% of 420,000 active | AID 1346378, 2018 | Phosphatidylinositol 4-kinase type 2-alpha (Homo sapiens), Q9BTU6 | activity change, negative = inhibition, % at 76.9 µM; in the data active means activity change below about -50%; inconclusive means mostly about -30% to -49%;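 further: -100% = wells without enzyme as full effect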
Target sequence (Q9BTU6 whole entry, looked up): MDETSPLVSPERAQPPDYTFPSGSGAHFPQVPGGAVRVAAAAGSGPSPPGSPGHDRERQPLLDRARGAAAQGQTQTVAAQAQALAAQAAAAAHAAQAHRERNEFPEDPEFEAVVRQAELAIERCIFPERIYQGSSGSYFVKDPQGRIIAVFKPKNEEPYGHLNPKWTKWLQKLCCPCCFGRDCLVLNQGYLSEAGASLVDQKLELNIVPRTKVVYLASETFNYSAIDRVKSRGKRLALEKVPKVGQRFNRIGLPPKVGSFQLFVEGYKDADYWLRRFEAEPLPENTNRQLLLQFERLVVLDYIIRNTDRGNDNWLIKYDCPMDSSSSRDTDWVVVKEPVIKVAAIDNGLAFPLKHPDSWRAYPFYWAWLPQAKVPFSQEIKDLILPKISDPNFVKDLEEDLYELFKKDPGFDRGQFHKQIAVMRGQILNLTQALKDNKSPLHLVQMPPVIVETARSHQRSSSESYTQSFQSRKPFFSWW
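In this quantitative HTS, ADP production by PI4K2A was quantified luminescently after 1 h at ambient temperature; 100 microM adenosine served as plate-quality control.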
ERG-DNA inh = qHTS for Small Molecule Inhibitors of the ERG Ets/DNA interaction; Transcriptional regulator ERG (Homo sapiens), P11308; fluorescence polarization, His-ERG Ets domain / labelled DNA; Potency, µM (highest dose often 76.9 µM), without a hit: top-dose FP activity, negative = inhibition, hits mostly inhibitors; 0.028% of 370,000 active; AID 624246, 2012; active means well fitted inhibition curve with a large enough effect in the polarisation, with a control signal flat; inconclusive means small, poorly fitted or top-dose-only effect, or effect the other way, or a change in a side signal; inactive means no such curve, though single readings can be large or run the other way; the % refers to the polarisation;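 further: polarization taken with two DNA probes labelled with fluorescein and Texas red; potency means the concentration at half of the fitted maximal effect; % of control where 0% means no effect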
Target sequence (P11308 whole entry, looked up, the tested form may be a part): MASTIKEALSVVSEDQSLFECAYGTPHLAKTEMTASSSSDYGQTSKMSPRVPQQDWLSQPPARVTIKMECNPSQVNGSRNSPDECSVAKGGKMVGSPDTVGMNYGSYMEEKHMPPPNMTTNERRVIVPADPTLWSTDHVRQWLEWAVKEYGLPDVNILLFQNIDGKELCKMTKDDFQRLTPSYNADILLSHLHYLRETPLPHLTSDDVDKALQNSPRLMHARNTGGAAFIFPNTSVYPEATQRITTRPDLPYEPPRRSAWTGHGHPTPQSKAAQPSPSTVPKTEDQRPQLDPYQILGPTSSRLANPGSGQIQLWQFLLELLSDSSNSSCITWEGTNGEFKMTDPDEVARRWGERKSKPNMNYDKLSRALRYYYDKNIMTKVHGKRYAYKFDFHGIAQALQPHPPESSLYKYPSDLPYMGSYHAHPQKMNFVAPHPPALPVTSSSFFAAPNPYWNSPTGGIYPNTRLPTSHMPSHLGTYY
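His-tagged ERG Ets domain (1 uM in the protein solution; 300mM KCl, 50mM Tris-HCl, 1mM EDTA, 1mM DTT, pH 7.5) received compound, then a probe mix of 5 nM fluorescein-DNA and 100nM Texas-615-DNA. Fluorescence polarization was read for both dyes.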
BAZ2B block = qHTS Assay for Inhibitors of BAZ2B; AlphaScreen BAZ2B-H3K14Ac peptide displacement; 4.4% of 360,000 active; Potency, µM (titrated, usually from 114 µM), for the others: at the highest dose activity change, negative = inhibition, most hits filed as inhibitors; Bromodomain adjacent to zinc finger domain protein 2B (Homo sapiens), Q9UIF8; further: potency means the concentration at half of the fitted maximal effect; on the % scale 0 is the no-effect control and ±100 the full control effect; nearly all actives have a fitted effect of over 60% in size
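Multi-concentration screen (max 110 uM) measuring displacement of acetylated histone H3 peptide from BAZ2B by AlphaScreen, using 50 nM protein, 50 nM peptide and 10 ug/mL streptavidin donor plus Ni-chelate acceptor beads.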
GLS inh = qHTS for Inhibitors of Glutaminase (GLS) | GLS enzymatic activity, qHTS titration | Potency, µM (highest dose often 45.5 µM), for the others: at the top dose activity change, negative = inhibition, hits mostly inhibitors | 0.21% of 410,000 active | AID 624170, 2012; further: potency means the concentration at half of the fitted maximal effect; on the % scale 0 is the no-effect control and ±100 the full control effect
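Human kidney-isoform GLS in 45 mM KH2PO4 pH 8.2, 0.02% Tween-20, with compound, started with 1mM L-Glutamine (added stock). Glutamate oxidase/HRP/Amplex red coupled fluorescence read at start and after 30 min at RT.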
Starred values were filed as active, the others as inactive; i = inactive; ? = inconclusive; · = not tested or not shown; [ ] = another dose, or the depositor's remark. Unless noted, the call rests on the fitted dose curve; in most records, active means well fitted curve in the direction sought with a large enough effect; inconclusive means small, poorly fitted or top-dose-only effect, or another doubt; inactive means no such curve, though single readings can be large; an effect the other way counts as inactive or inconclusive.

canonical_smiles,GLS inh,G9a inh,ERG-DNA inh,Tb PGK inh,Pin1 inh,JMJD2A Tudor inh,HP1b chromo inh,BAZ2B block,PI4K2A block
CC1=C(C(=O)Nc2cccnc2)C(c2ccccc2)n2nc(SCc3ccccc3F)nc2N1 (stereo unspecified),15%,-16%[59 µM],4%,-1%,?,-7%,15%,-18%,3
O=C(/C=C/c1ccccc1)NCCSCc1ccccc1,19%,?,1%,1%,3%,?,?,7%,1
CCOC(=O)c1c(NC(=O)COc2cc(C)ccc2C(C)C)sc(C)c1C,-15%,1.8µM*,0%,·,4%,?,?,-14%,-3
N#CCSc1nc2c(c(C3CC=CCC3)c1C#N)CCC2 (stereo unspecified),14%,-6%,0%,9%,-3%,9%,55%[activator],18%,0
O=C(CN1C(=O)NC2(CCCCC2)C1=O)Oc1ccc2c(C(F)(F)F)cc(=O)oc2c1,14%,-31%,0%,9%,?,-2%,55%[activator],11%,8
Cn1c2c(c(=O)n(C)c1=O)C(c1ccccc1Cl)CC(=O)N2 (stereo unspecified),1%,-3%,6%,-7%,-7%,-9%,38%[activator],-2%,0
S=C(Nc1cccnc1)N1CCc2ccccc21,24%,-7%[12.7 µM],-3%,5%,9%,-13%,26%,-3%,-1
Cc1nn(CC(=O)Nc2ccc(N3CCOCC3)cc2)c(C)c1Cl,36%,-26%,2%,9%,-11%,-24%,1%,-37%,3
COc1cc(OC)c(NC(=O)CN2CCCN(Cc3ccccc3C)S2(=O)=O)cc1Cl,0%,10%[59 µM],2%,10%,-2%,-10%,18%,-14%,1
CC(C)(C)c1nc(SCC(=O)Nc2ccc(N3CCOCC3)cc2)c2ccccc2n1,31%[activator],-15%[59 µM],-1%,5%,3%,-19%,10%,-4%[57.1 µM],-3
Cc1cccc(CN2CCC(C(N)=O)CC2)c1,-5%,28%,·,3%,-6%,-15%,25%,9%,-3
N#C/C(=C\c1c(F)cccc1Cl)c1nn(-c2ccccc2)c(-n2cccc2)c1C#N,15%,0%[59 µM],0%,i,17%,-19%,2%,-18%,4
CCCCC(CCC(=O)O)(C(=O)OCC)c1csc(Nc2ccc(C)cc2)n1 (stereo unspecified),0%,·,7%,-6%,-7%,-17%,19%,-17%,-2
COc1ccc(NC(=O)c2cc(=O)c3ccccc3o2)cc1Cl,1%,56µM*,6%,-1%,?,-22%,26%,-34%,4
O=C(c1cc2ccccc2oc1=O)N1CCSC1c1ccco1 (stereo unspecified),0%,1%[12.7 µM],7%,-6%,-6%,-14%,25%,-34%,-7
Cc1nn(C)c(C(=O)Nc2ccc(Br)cc2F)c1Br,-10%,-9%[59 µM],·,-5%,-1%,-4%,24%,1%,-2
CCOc1ccc(CNC(=O)c2cccc(NC(=O)C3=C(C)OCCS3)c2)cc1,0%,?,1%,0%,2%,9%,27%,50µM*,-3
O=C(Nc1cccc(S(=O)(=O)NC2=NCCC2)c1)c1ccc(OC(F)F)cc1,0%,?,-3%,-8%,3%,-13%,31%,-3%,0
Cc1cc(C)cc(NC(=S)NN)c1,?,10µM*,-1%,5%,-12%,-28%,-11%,-21%,1
O=C(CCS(=O)(=O)c1ccccc1)Nc1ccc(N2CCN(Cc3ccccc3)CC2)cc1,33%[activator],?,-21%,i,-3%,?,-22%,-34%,4
N#Cc1ccccc1S(=O)(=O)N1CCCC(c2nc3c(nnn3Cc3cccc(Cl)c3)c(=O)[nH]2)C1 (stereo unspecified),-4%,2%[59 µM],-4%,-8%,19%,-27%,13%,-1%,0
O=C(CSc1ccccc1)Nc1ccccc1C(=O)O,10%,-1%[59 µM],3%,0%,7%,-6%,21%,-1%,0
COc1ccccc1CN1CC(C(=O)NCCc2cn[nH]c2)CCC1=O (stereo unspecified),-1%,-3%,-4%,-2%,2%,2%,30%,10%,-2
COc1ccc(Br)cc1S(=O)(=O)NCCCN1CCOCC1,-18%,?,-4%,-4%,1%,-23%,46%[activator],-4%,-2
CCc1c(C)sc(NC(=O)Cc2ccccc2OC)c1C(=O)N1CCOCC1,4%,·,9%,3%,-1%,-8%,35%,-4%,2
CCn1ccc2cc(S(=O)(=O)N3CCCN(C(=O)NCC(=O)OC)CC3)ccc21,5%,5%[59 µM],6%,-7%,-1%,-5%,25%[57 µM],0%,3
O=C1CSC(c2ccc(Cl)cc2)N1 (stereo unspecified),-2%,?,-1%,i,5%,3%,6%,-3%,8
Cc1cc(C)nc(NC(=O)c2cccc([N+](=O)[O-])c2)c1,12%,1%,-2%,12%,3%,-14%,20%,-11%,0
Cc1ccc2cc(C#N)c(N3CCN(C(=O)c4ccccc4)CC3)nc2c1,-3%,·,1%,-1%,4%,23%,117%[activator],9%,-1
N#Cc1ccccc1S(=O)(=O)N1CCN(CC(=O)NC(=O)NC2CCCCC2)CC1,-12%,-2%[0.501 µM],-13%,-7%,-5%,2%,15%,7%,5
CC(C)c1ccc(NC(=S)NN2CCN(C)CC2)cc1,13%,?,4%,-1%,10%,-13%,57%[activator],-36%,2
Cc1c(C(=O)c2ccc(Cl)c(Cl)c2)cnc2cc3c(cc12)OCO3,0%,11%[59 µM],-4%,-2%,6%,-12%,30%,3%,2
COc1ccc(OC)c(/C=C/C(=O)OCC(=O)NCc2ccco2)c1,0%,?,-6%,i,4%,-4%,31%,1%,0
Cc1cccc(-n2nc3c([n+]2[O-])CCc2nonc2-3)c1C,3%,13%[59 µM],-1%,2%,1%,-6%,11%,11%,0
O=C(Cc1ccc(NC(=O)N2CCCCc3ccccc32)cc1)NCc1cccc(Br)c1,4%,9%[59 µM],1%,10%,-3%,-24%,13%,-11%,1
COc1ccc(N(CC(=O)N/N=C/c2cccs2)S(=O)(=O)c2ccc(OC)c(OC)c2)cc1,-9%,15%,·,i,17%,-18%,6%,-33%,1
CCC1(c2ccc(Cl)cc2)NC(=S)N(c2ccccc2)N1 (stereo unspecified),-17%,13µM*,2%,i,8%,-30%,23%,-38%,-1
CCOC(=O)CC(=O)CSc1nc(-c2cccnc2)ccc1C#N,-7%,?,·,6%,?,-12%,5%,8%,0
Cc1cccc(CCNC(=O)CCNC(=O)Cn2ccc3ccccc3c2=O)c1,6%,27%,·,-7%,8%,-6%,45%,10%,3
Cc1cccc2sc(NC(=O)C3CCCN(S(=O)(=O)c4cccc5nonc45)C3)nc12 (stereo unspecified),7%,?,-2%,0%,?,-21%,9%,2%,-3
CN(C(=O)CSc1nc(-c2ccccc2)no1)c1ccc(F)cc1,-1%,7%[59 µM],0%,-4%,7%,19%,83%[activator],36%,-2
